# Screens: PubChem, several laboratories
# G6PDH CS = L. mesenteroides G6PDH inhibitors, counter-screen for G6PDH-coupled screening assays, biochemical, Leuconostoc mesenteroides enzyme. glucose-6-phosphate dehydrogenase [Leuconostoc mesenteroides]. Purified L. mesenteroides G6PDH, diaphorase/resazurin coupled fluorescence, 45 min. inhibition, % at 5 µM. hit rate 0.12% among 200,000; in the data active means inhibition above about 50%
# Redox H2O2 prof = compounds producing H2O2 with reducing agent – biochemical, NIH compound library profiling, artefact control for MLSCN library redox annotation, primary screen | DTT-dependent redox cycling H2O2, phenol red/HRP absorbance; 100% = 100 µM peroxide control, 0% = buffer | activation, % at 10 µM | hit rate 0.03% among 200,000;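 active means activation of at least 50% relative to the plate's high and low controls in the primary single-dose screen; inactive means activation below 50%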;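 further: compound incubated with DTT at 0.8 mM final as the reducing agent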
# STAT1 act = STAT1 signaling activators, primary screen, cell-based, HTS, luciferase reporter; NIH 3T3 STAT1-luciferase reporter, IFN-gamma, luminescence; 100% = IFN-gamma alone, no compound; activation (% of control), % at 5.5 µM; hit rate 2.6% among 200,000;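 active means activation above the screen-wide mean activation plus 3 SD, cut at about 130% in these data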;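 further: raw ratio to IFN-gamma control signal so 100% means no change and 0% no light; values of inactives mirror those of a sister screen read the other way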
# NF-kB neuron act = activators of NF-kB expression in neurons, primary screen, cell-based, HTS. human neuronal cells, NF-kB reporter expression; hits give high values. fold change at 12.5 µM. hit rate 1.6% among 190,000. AID 1239, 2008; in the data active means fold change above about 3.3
# FLuc stim CS = FLuc activators, initial screening, artefact control for FLuc-dependent activation tests, biochemical, ATPlite luminescence; activation factor at 10 µM; 200,000 tested, under 10 active; Luciferin 4-monooxygenase (Photinus pyralis), P08659; ATPlite luciferase biochemical, 10 min; 0 = ATP-free wells, 1 = DMSO control;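 active means luciferase activation factor, scaled between plate controls, of at least 2 with compound at 10 µM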
# Target sequence (P08659 whole entry, looked up): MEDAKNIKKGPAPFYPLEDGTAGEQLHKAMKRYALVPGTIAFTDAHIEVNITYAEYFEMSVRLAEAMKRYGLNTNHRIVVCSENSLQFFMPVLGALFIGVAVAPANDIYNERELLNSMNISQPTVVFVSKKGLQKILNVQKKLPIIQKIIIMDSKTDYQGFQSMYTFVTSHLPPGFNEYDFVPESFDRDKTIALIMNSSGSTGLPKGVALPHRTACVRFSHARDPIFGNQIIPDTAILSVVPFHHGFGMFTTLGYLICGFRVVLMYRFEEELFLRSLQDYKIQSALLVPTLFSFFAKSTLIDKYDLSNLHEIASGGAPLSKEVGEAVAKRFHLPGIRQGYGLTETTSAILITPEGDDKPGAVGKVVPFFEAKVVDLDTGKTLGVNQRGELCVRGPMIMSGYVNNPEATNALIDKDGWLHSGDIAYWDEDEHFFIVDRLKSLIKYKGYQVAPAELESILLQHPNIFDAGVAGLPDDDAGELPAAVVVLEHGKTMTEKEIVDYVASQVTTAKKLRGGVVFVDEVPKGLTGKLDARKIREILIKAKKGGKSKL
#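 System: luciferase plus luciferin reagent, cell-free; medium: PBS as buffer for the ATP substrate; dosing: test compounds dosed from 2 mM stocks in 100% DMSO; timing: 10 min post-reagent at room temperature; measured by: luminescence measurement of luciferase light output; evaluation: luciferase activation, seen as luminescence increase over controls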
# APP transl inh = inhibitors of APP translation via 5'UTR reporter, primary screen, APP 5'UTR luciferase, SH-SY5Y cells; SH-SY5Y APP 5'UTR-luciferase reporter, luminescence; inhibition, % at 2 µM; hit rate 0.82% among 190,000; AID 1285, 2008;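 active means inhibition above a set limit, derived from the sample mean plus 3 SD, cut at about 45% in these data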; further: values of inactives mirror those of a sister screen read the other way
# Efa HMGR inh = inhibitors of E. faecalis class II HMGR, primary screen, biochemical, Enterococcus faecalis; inhibition, % at 10 µM; hit rate 0.41% among 190,000; HMG-CoA reductase (Enterococcus faecalis, mvaE); purified E. faecalis HMGR, NADPH absorbance 340 nm kinetic;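 active means inhibition above a set limit, the median over all tested compounds plus 3 SD, cut at about 9.5% in these data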;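 further: enzyme runs in reverse so mevalonate oxidation gives rising NADPH absorbance; 0% = complete reaction with DMSO and 100% = background rate lacking mevalonate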
# FLuc inh counter = firefly luciferase enzyme inhibitors, primary screen, artefact control for luciferase-based inhibitor screens, biochemical, luminescence, ATPLite. inhibition, % at 10 µM. Luciferin 4-monooxygenase (Photinus pyralis), P08659. 10 min. AID 1006, 2008. hit rate 1.5% among 200,000;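 active means inhibition above about 50% when tested at 10 µM, limit read from the data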
# Hsp70 activator = Hsp70 transcriptional activators, primary screen, cell-based, HeLa, Hsp70 promoter luciferase, luminescence, 10 µM; HeLa Hsp70 promoter luciferase reporter; scaled: vehicle 0, proteasome-inhibitor control 100%; activation, % at 10 µM; hit rate 0.04% among 200,000; AID 1203, 2008;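 active means activation above the mean across all tested compounds plus 3 SD, cutoff set per campaign, cut at about 5.5% in these data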;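 further: 100% = MG132 at 30 µM as the positive control and 0% = DMSO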
# APP 5'UTR act = activators of APP 5'UTR luciferase reporter, primary screen, SH-SY5Y cells | SH-SY5Y APP 5'UTR luciferase reporter, luminescence; zero percent = DMSO vehicle wells | activation, % at 2 µM | hit rate 1% among 190,000;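 active means activation above a set limit, based on mean plus 3 SD of controls, cut at about 140% in these data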; further: values of inactives mirror those of a sister screen read the other way
# The depositor's hits bear a star; . = no result given.
SMILES,G6PDH CS,Redox H2O2 prof,STAT1 act,NF-kB neuron act,FLuc stim CS,APP transl inh,Efa HMGR inh,FLuc inh counter,Hsp70 activator,APP 5'UTR act
Cc1cn(C2CC3OCC3O2)c(=O)[nH]c1=O (stereo unspecified),-1,-1.8,101,1,1,-8,-2,-2,-0.3,8
O=C(COC(=O)CNC(=O)c1cccc(F)c1)NCCC1=CCCCC1,-4,0.2,104,1.1,1,-5,3,-4,-0.4,5
CC(C)C1Cc2c(sc3c2c(=O)n(-c2ccccc2)c2nncn32)CO1 (stereo unspecified),.,0.5,100,.,.,-15,.,.,-0.5,15
Cc1ccc(S(=O)(=O)N2CCN(CC(=O)N/N=C\C(Cl)=C\c3ccccc3)CC2)cc1,10,0.2,102,0.99,1,9,0,-5,-0.3,-9
COc1ccc(F)c(CN2CCC(N3CCC(C(=O)N4CCOCC4)CC3)CC2)c1,5,-1.6,96,1,1,22,-4,-4,0.3,-22
COCCN1C(=O)c2cc(C(=O)Nc3ccc(OC)c(OC)c3)ccc2C1Nc1ccc(OC)c(OC)c1 (stereo unspecified),5,-0.1,99,1,1.1,5,-3,-7,-0.2,-5
CCOC(=O)N1CCC(N2C(=O)c3ccccc3C2Nc2cc(C(=O)OC)cc(C(=O)OC)c2)CC1 (stereo unspecified),0,-2.0,100,1.3,1.1,0,1,-7,-0.5,0
C/C(CC(=O)Nc1ccccc1[N+](=O)[O-])=N\NC(=O)COc1ccccc1C,-1,0.1,91,1,1,-8,1,-5,0.1,8
COc1cccc(NC(=O)Nc2cccc(C(=O)O)c2)c1,13,-1.2,20,1.6,0.5,51*,-4,49,-0.5,-51
O=C(CCN1CCN(Cc2ccccc2)CC1)NNC(=O)Cc1ccc(Cl)c(Cl)c1,13,0.2,102,0.93,1.1,3,4,-11,0.0,-3
COc1ccc(NC(=O)CCCN(C)S(=O)(=O)c2ccc(C)cc2)cc1,-1,-0.1,103,0.95,1.1,5,1,-9,-0.1,-5
Cc1ccc(C(=O)Oc2ccccc2N2C(=O)C3CCCCC3C2=O)cc1 (stereo unspecified),-6,-0.5,96,1.2,1,-5,-1,-3,-0.3,5
Cc1cc(/C=N/NC(=O)c2cccs2)c(C)n1-c1cnccn1,15,0.4,147*,2.8,0.5,-39,-1,55*,0.1,39
COc1cccc(NC(=O)NCCc2ccc(Cl)cc2)c1,-5,0.0,111,1.1,1,-2,-5,2,0.5,2
[O-][n+]1c2c(c3c4non(O)c4ccc31)CCCC2,-3,-1.1,97,1.2,1.1,4,1,-6,-0.1,-4
Cc1ccc(-c2nnc(SCC(=O)NNC(=O)COc3ccccc3C)n2C)cc1,8,0.3,108,1.1,1,-8,-8,0,-0.4,8
C/C(=N\NC(=O)C1COc2ccccc2O1)c1ccc(C)o1 (stereo unspecified),2,-0.2,98,1.2,1,0,-4,-1,-0.1,0
COc1ccc([N+](=O)[O-])cc1NC(=S)NC(NC(=O)Cc1ccc(OC)c(OC)c1)C(Cl)(Cl)Cl (stereo unspecified),0,-8.3,110,0.84,1.1,-13,-1,-8,-0.2,13
CC(C)(C)n1ncc2c(=O)n(CC(=O)NCc3ccccc3Cl)cnc21,3,-1.4,145*,3.2,0.9,-193,-9,13,-0.2,193*
CN(C)c1cccc(C(=O)NCc2ccccc2)c1,6,-2.3,114,1.1,1,-4,3,-2,-0.1,4
COc1cc(OC)cc(C(=O)N2CCC(n3c(C)nc4cc(F)ccc43)CC2)c1,8,-0.4,107,0.77,1,-2,-3,-4,-0.1,2
Cc1ccc(S(=O)(=O)N/N=C/c2cc(Br)c(C)o2)cc1,7,0.8,106,1.2,1,8,0,-2,-0.1,-8
O=C(Cc1cccs1)N(Cc1ccco1)C1(C(=O)NC2CCCCC2)CCCCC1,4,0.2,102,0.95,1,-6,0,-3,0.1,6
Cc1onc(-c2c(Cl)cccc2Cl)c1C(=O)NCCCN1CCOCC1,-3,0.9,100,1.1,1.1,-8,0,-6,-0.3,8
O=S1(=O)CC(O)C(Nc2ccccc2Cl)C1 (stereo unspecified),6,-0.5,93,1,1,-12,-1,-2,-0.2,12
CCC1CCCCN1CCCNC(=O)C1CCC(=O)N1Cc1ccc(C)cc1 (stereo unspecified),4,-0.2,109,1,1,-9,-3,-3,-0.2,9
CCC(C)(C(=O)NC1CCCC1)N(Cc1cccs1)C(=O)Cc1cccs1 (stereo unspecified),4,-0.2,96,0.79,1,27,-7,-3,-0.1,-27
CC(=O)Nc1ccc(C2(O)COc3ccccc3O2)cc1 (stereo unspecified),10,-0.8,104,1.4,1,-5,-2,-4,-0.2,5
Cc1ccc(CNC(=O)COc2ccc(S(=O)(=O)NC(C)C)cc2)cc1,1,0.3,100,1.4,1.1,20,2,-6,-0.3,-20
Cc1ccc(-c2nc(NCc3ccco3)n(C(=O)c3ccco3)n2)cc1,-3,2.1,107,1.1,1.1,-77,2,-7,0.0,77
Cc1ccc(NC(=O)CCN2CCN(C/C=C/c3ccccc3)CC2)cc1,0,-1.5,102,1.1,1.1,6,0,-7,-0.2,-6
O=C(N1CCCCC1)N1CCN(C(c2ccccc2)c2ccccc2)CC1,0,1.4,97,1.1,1,.,-6,1,-0.3,.
COc1ccc(C2N(C(=O)CN3CCOCC3)CCN2S(=O)(=O)c2ccccc2)cc1 (stereo unspecified),1,-1.2,93,0.96,1,-5,-3,-2,-0.4,5
CCn1c(Cc2ccc(OC)cc2)nnc1SCC(=O)NC1CCCCC1,13,-1.1,98,1.1,1.1,7,.,-12,-0.2,-7
Cc1cc(NC(=S)Nc2ccc(C)c(Cl)c2)n[nH]1,0,-0.8,128,2.2,1,-40,-3,-3,0.4,40
CC(C)(C)CC(=O)NCc1ccc(F)cc1,3,0.2,97,1,1.1,10,-6,-5,0.0,-10
CCC(=O)Oc1ccc(C(=O)Nc2ccc([N+](=O)[O-])cc2)cc1,7,-0.1,134*,1.2,1,-44,1,5,0.0,44
CCN(CC(=O)Nc1cccc(C(C)=O)c1)S(=O)(=O)c1ccc(C)cc1,10,0.7,99,0.97,1.1,4,5,-9,-0.3,-4
COC(=O)c1ccc2c(=O)n(CC3CCCO3)c(=S)[nH]c2c1 (stereo unspecified),5,2.6,104,1.4,1,-12,-4,-5,-0.3,12
CC(C)c1nnc(NC(=O)CS(=O)(=O)Cc2ccccc2)s1,14,-2.0,99,1.2,1,-20,-8,-2,0.4,20

# As a working copy, nine of the compounds above.
SMILES,G6PDH CS,Redox H2O2 prof,STAT1 act,NF-kB neuron act,FLuc stim CS,APP transl inh,Efa HMGR inh,FLuc inh counter,Hsp70 activator,APP 5'UTR act
COc1cc(OC)cc(C(=O)N2CCC(n3c(C)nc4cc(F)ccc43)CC2)c1,8,-0.4,107,0.77,1,-2,-3,-4,-0.1,2
Cc1ccc(S(=O)(=O)N/N=C/c2cc(Br)c(C)o2)cc1,7,0.8,106,1.2,1,8,0,-2,-0.1,-8
O=C(Cc1cccs1)N(Cc1ccco1)C1(C(=O)NC2CCCCC2)CCCCC1,4,0.2,102,0.95,1,-6,0,-3,0.1,6
Cc1onc(-c2c(Cl)cccc2Cl)c1C(=O)NCCCN1CCOCC1,-3,0.9,100,1.1,1.1,-8,0,-6,-0.3,8
O=S1(=O)CC(O)C(Nc2ccccc2Cl)C1 (stereo unspecified),6,-0.5,93,1,1,-12,-1,-2,-0.2,12
CCC1CCCCN1CCCNC(=O)C1CCC(=O)N1Cc1ccc(C)cc1 (stereo unspecified),4,-0.2,109,1,1,-9,-3,-3,-0.2,9
CCC(C)(C(=O)NC1CCCC1)N(Cc1cccs1)C(=O)Cc1cccs1 (stereo unspecified),4,-0.2,96,0.79,1,27,-7,-3,-0.1,-27
CC(=O)Nc1ccc(C2(O)COc3ccccc3O2)cc1 (stereo unspecified),10,-0.8,104,1.4,1,-5,-2,-4,-0.2,5
Cc1ccc(CNC(=O)COc2ccc(S(=O)(=O)NC(C)C)cc2)cc1,1,0.3,100,1.4,1.1,20,2,-6,-0.3,-20

# Additional entries:
SMILES,G6PDH CS,Redox H2O2 prof,STAT1 act,NF-kB neuron act,FLuc stim CS,APP transl inh,Efa HMGR inh,FLuc inh counter,Hsp70 activator,APP 5'UTR act
COC(=O)C(CCSC)NC(=O)c1cccc([N+](=O)[O-])c1 (stereo unspecified),4,0.5,89,1.1,1.1,18,-9,-8,-0.1,-18
CCNC(=S)N1CCN(CCNC2=CC(=O)CC(C)(C)C2)CC1,4,0.2,102,1.1,1.1,7,-5,-8,-0.5,-7
O=C1N/C(=N/O)S/C1=C/c1cccc([N+](=O)[O-])c1,5,-0.9,90,1.3,1,-4,-6,5,-0.2,4
O=C(O)c1cccc(S(=O)(=O)NCCc2ccccc2)c1,3,0.3,106,1.1,1.1,-10,-6,-7,-0.4,10
O=C(O)c1cnn(-c2nc(-c3ccc(F)cc3)cs2)c1C(F)(F)F,3,-0.7,120,1.2,1,-35,2,-2,0.1,35
OCCC1CN(Cc2cccn2-c2ncccn2)CCN1C1CCCC1 (stereo unspecified),8,-1.1,100,1.1,1,0,-1,-2,0.1,1
Nc1nc2n(n1)C(c1ccc(Cl)cc1)CC(c1ccc(F)cc1)N2 (stereo unspecified),-1,-1.4,93,1.1,1.1,8,5,-8,0.2,-8
N#Cc1cccc(NC(=O)CSc2nnc(-c3n[nH]c4ccccc34)o2)c1,5,-0.5,103,1.4,1,-71,-4,2,0.3,71
COc1ccc(/C(N)=N/OC(=O)/C=C/c2ccccc2)cc1,3,-1.0,120,1.2,1,-3,2,2,0.1,3
Cc1nn(C)cc1S(=O)(=O)N1CCN(Cc2cccc(Cl)c2)CC1,9,-0.4,105,1.3,1.1,9,-8,-8,-0.1,-9
O=C(O)c1cnc2ccccc2n1,-2,-4.2,97,1.6,1,7,2,0,-0.2,-7
C/C(CC(=O)Nc1ccc(Cl)c(Cl)c1)=N\NC(=O)Cc1ccccc1,6,0.0,100,0.75,1.1,-9,4,-7,-0.5,9
Cc1ccc(S(=O)(=O)NC(=S)NC2CCCCC2)cc1,6,-1.1,101,1,1.1,-7,-2,-6,-0.1,7
CC(=O)N(C)c1nnc(-c2cnccn2)s1,4,2.5,102,1.4,1.1,0,3,-6,-0.1,0
N#CCCN(CCC#N)S(=O)(=O)c1ccc(C(=O)Nc2nnc(C3=COCCO3)o2)cc1,-4,-1.1,108,0.95,1,-13,8,-1,-0.3,13
